Source: PubChem
core dimer inh – inhibitors of HCV core protein dimerization, primary screen, biochemical, TR-FRET, high-throughput. TR-FRET GST/Flag-core106 dimerization, 1536-well. AID 1899, 2009. 0.33% of 300,000 active. inhibition, % at 5 µM;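 active = inhibition above the mean of all tested compounds plus 3 SD, set per screening campaign, cut at about 45% in these data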
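Test system: GST/Flag-tagged HCV core106 proteins; Medium: KF-containing HEPES buffer, pH 7.45, DTT, CHAPS, BSA; Times: compound-protein-antibody incubation 4 h at 22.5 °C; Detection: TR-FRET 671 and 617 nm emission; Benchmarks: wells lacking GST-core106 and wells with excess unlabelled core106.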
Yeast superoxide – reduction of superoxide in aged yeast, primary screen, HTS; S. cerevisiae aged cells, superoxide DHE fluorescence; stronger effect = lower value; superoxide response (% of plate mean), % at 10 µM; 0.18% of 330,000 active; AID 2690, 2010;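 active = superoxide response under a set limit, about three screen SD below normal, cut at about 65% in these data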;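 also: yeast aged for seven days with compound at 30 °C before DHE staining; 100% = average MFI of all compound-treated wells on the plate with controls excluded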
EBNA-1 inhibitor – EBNA-1 DNA-binding inhibitors, primary screen, biochemical, fluorescence polarization. inhibition, % at 14.8 µM. AID 1950, 2009. 0.34% of 300,000 active; in the data active = inhibition above about 28%
GASC-1 inh – inhibitors of GASC-1 histone demethylase, primary screen, biochemical, fluorescence, DELFIA europium; 0.069% of 330,000 active; GST-JMJD2C(1-420) H3K9me3 demethylation; inhibition, % at 2.35 µM;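 active = more than half of a compound's replicate wells show inhibition beyond 50%, single wells judged on their own value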;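 also: signal counts dimethyl H3K9 product captured on neutravidin plate; 0% = median of DMSO wells and 100% = 0.3 times that DMSO median; strong numbers were not always called active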
PP1 inh – PP1-alpha phosphatase inhibitors, primary screen, counter-screen for PP5 inhibitor project, biochemical, fluorescence, OMFP substrate, single point. 0.9% of 320,000 active. AID 2235, 2010. purified PP1alpha. inhibition, % at 6.7 µM;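 active = inhibition above the mean inhibition of all tested compounds plus 3 SD, computed separately for each screening campaign, cut at about 15% in these data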
Target sequence (P62136 whole entry, looked up): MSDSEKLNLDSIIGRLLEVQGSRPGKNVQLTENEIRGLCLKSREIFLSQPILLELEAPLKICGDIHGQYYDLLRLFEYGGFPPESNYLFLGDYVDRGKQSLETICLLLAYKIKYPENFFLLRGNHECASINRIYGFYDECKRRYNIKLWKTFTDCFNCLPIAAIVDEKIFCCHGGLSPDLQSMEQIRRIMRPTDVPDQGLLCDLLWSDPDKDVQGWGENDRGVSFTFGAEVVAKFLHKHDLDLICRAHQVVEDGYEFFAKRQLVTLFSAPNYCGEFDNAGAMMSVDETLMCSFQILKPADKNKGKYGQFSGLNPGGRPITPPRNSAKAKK
ZTA DNA inh – blocks Epstein-Barr virus ZTA, an EBNA-1 counter-screen | P03206 | ZTA-DNA binding, fluorescence polarization | inhibition, % at 11 µM | 0.15% of 320,000 active | AID 2234; in the data active = inhibition above about 33%
PP5 inh – PP5 phosphatase inhibitors, primary screen, biochemical, fluorescence; Serine/threonine-protein phosphatase 5 (Homo sapiens), P53041; purified PP5c, OMFP substrate fluorescence; inhibition, % at 6.7 µM; 0.18% of 320,000 active; AID 1987, 2009;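 active = inhibition above the campaign's mean inhibition across all tested compounds plus 3 SD, cut at about 9.5% in these data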;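 also: 0% = DMSO only and 100% = 100 µM cantharidin control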
Target sequence (P53041 whole entry, looked up): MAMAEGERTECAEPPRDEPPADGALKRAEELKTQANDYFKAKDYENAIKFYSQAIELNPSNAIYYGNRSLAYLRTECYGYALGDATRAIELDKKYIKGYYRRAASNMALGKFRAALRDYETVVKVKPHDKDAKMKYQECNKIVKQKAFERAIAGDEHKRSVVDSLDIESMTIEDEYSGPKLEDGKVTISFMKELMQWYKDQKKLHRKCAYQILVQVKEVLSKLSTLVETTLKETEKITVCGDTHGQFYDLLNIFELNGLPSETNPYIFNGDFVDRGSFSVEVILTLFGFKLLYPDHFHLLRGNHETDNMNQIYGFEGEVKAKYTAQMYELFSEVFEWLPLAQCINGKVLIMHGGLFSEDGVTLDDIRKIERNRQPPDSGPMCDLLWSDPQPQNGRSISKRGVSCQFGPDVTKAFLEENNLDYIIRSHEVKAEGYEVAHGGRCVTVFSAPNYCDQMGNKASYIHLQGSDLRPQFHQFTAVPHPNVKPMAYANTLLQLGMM
Fh CTSL1 inh – Fasciola hepatica cathepsin L1 inhibitors, primary screen, counter-screen for PFM18AAP inhibitor project, biochemical, QFRET, fluorogenic peptide substrate | recombinant F. hepatica cathepsin L1, Z-Leu-Arg-MCA fluorescence | 0.49% of 300,000 active | AID 1906, 2009 | inhibition, % at 5.96 µM;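 active = inhibition above the mean of all tested compounds plus 3 SD, set per screening campaign, cut at about 17% in these data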;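 also: 0% = plate median of test compound wells and 100% = 1 µM Z-Phe-Ala-diazomethylketone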
TPT1 inh – Candida albicans TPT1 enzyme inhibitors, primary screen, biochemical, fluorescence polarization. tRNA 2'-phosphotransferase TPT1 (Candida albicans SC5314). recombinant caTPT1, FP RNA substrate dephosphorylation. inhibition, % at 5 µM. 0.81% of 300,000 active. AID 1962, 2009;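 active = inhibition above the mean of all tested compounds plus 3 SD, set per screening campaign, cut at about 24% in these data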;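 also: plate controls were DMSO alone for no effect and ferristatin control at 100 nM for full effect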
An asterisk follows results filed as active; · = not tested or not shown; & = joins results of further samples. Compounds were not picked by outcome; overall some 3.1% were active at least once.

1. CCc1ccc(S(=O)(=O)Nc2ccc(Br)cn2)cc1
2. CC(C)(O)C(=O)NNC(=S)Nc1ccc(F)c(Cl)c1
3. CSc1nc(N)nc(SCC(=O)c2ccc(C)cc2)c1C#N
4. O=C1NC(=O)C(CC(=O)N(c2ccccc2)C2(C(=O)NC3CCCC3)CCCCC2)N1 (centres undefined)
5. Cc1nc(SCC(=O)c2ccccc2)c([N+](=O)[O-])[nH]1
6. Cc1cccc(-c2nc3ccccc3c(=O)[nH]2)c1
7. COc1cccc(S(=O)(=O)Nc2ccc(C(=O)NCc3ccco3)cc2)c1
8. O=C(NCCc1ccccc1)c1cccc(N2CCCC2=O)c1
entry no.	1	2	3	4	5	6	7	8
core dimer inh	3	-3	48*	-2	-3	12	0	1
Yeast superoxide	103	101	109	91	106	112	112	101
EBNA-1 inhibitor	9	-10	-1	-1	3	5	4	14
GASC-1 inh	27	2	14	3	-17	-2	-5	1
PP1 inh	-3	0	-1	0	-3	1	-4	0
ZTA DNA inh	-6	4	5	-19	-2	5	-2	0
PP5 inh	0.4	2.4	-1.0	-12	-0.3	1.7	0.4	2.5
Fh CTSL1 inh	-3	-1	3	11	3	-1	-2	-6
TPT1 inh	-1	-2	3	-2	1	1	28*	2

9. O=C(COC(=O)c1cccnc1Cl)c1ccccc1
10. CCCCCC(=O)c1c(C)[nH]c(C(=O)OCC)c1C
11. C=CCc1cccc2cc(C(=O)NCc3ccc(C(=O)OCC)o3)c(=O)oc12
12. Cc1ccc(C(=O)N/C(=C/c2ccc(-c3cc(C(F)(F)F)ccc3Cl)o2)C(=O)NCc2cccnc2)cc1
13. OCCNc1cnc2ccccc2n1
14. COc1cc(NC(=O)CC(C)S(=O)(=O)c2ccc3c(c2)NC(=O)CO3)cc(OC)c1OC (centres undefined)
15. COc1ccccc1C1/C(=C(/O)c2ccc(OC(C)C)cc2)C(=O)C(=O)N1c1cc(C)on1 (centres undefined)
16. O=C(NC(=S)Nc1ccc2[nH]c(=O)[nH]c2c1)c1cncc(Br)c1
entry no.	9	10	11	12	13	14	15	16
core dimer inh	1	-3	-3	13	2	-2	4	0
Yeast superoxide	106	97	108	117	107	86	86	89
EBNA-1 inhibitor	-8	5	-2	-6	-11	-4	-7	-3
GASC-1 inh	3	0	3	-4	14	33	11&12	0
PP1 inh	0	0	2	22*	-4	-5	13	2
ZTA DNA inh	0	-5	-12	18	-3	1	6	-6
PP5 inh	2.7	0.8	0.2	2.7	4.0	0.6	-1.3	-1.2
Fh CTSL1 inh	-3	4	-1	2	-88	2	4	5
TPT1 inh	1	-1	1	8	-2	4	-3	-2

17. CCCn1c(SCCc2ccccc2)nc2c1c(=O)[nH]c(=O)n2C
18. Cn1c(SCc2nnc(-c3ccccc3Br)o2)nc2sc3c(c2c1=O)CCC3
19. O=C(COC(=O)c1ccc([N+](=O)[O-])cc1)Nc1ccc(Cl)cn1
20. COC(=O)c1cc(Cl)c(NC(=O)c2ccc(F)cc2)cc1OC
21. CCOc1ccc(N(C(C)C(=O)Nc2cccnc2)S(C)(=O)=O)cc1 (centres undefined)
22. COc1ccc(S(=O)(=O)NCC(=O)N(CC(=O)NCC2CCCO2)Cc2ccccc2)cc1 (centres undefined)
23. COc1cc([N+](=O)[O-])ccc1NC(=O)Nc1nc2c(s1)CCCC2
24. CCN(CC)S(=O)(=O)c1ccc2c(c1)nc(SCC(=O)N1CCCCCC1)n2-c1ccc(OC)cc1
entry no.	17	18	19	20	21	22	23	24
core dimer inh	-3	5	-5	-8	0	0	5	27
Yeast superoxide	86	130	97	91	105	94	139	100
EBNA-1 inhibitor	9	3	8	9	-7	3	-3	5
GASC-1 inh	1	-6&2	3	-1	-29	10	13	47
PP1 inh	-1	3	0	2	-1	-4	1	7
ZTA DNA inh	4	17	2	-8	-23	7	16	-2
PP5 inh	-3.9	-2.0	-0.6	5.7	-1.4	-0.1	-0.2	0.6
Fh CTSL1 inh	1	1	3	2	-3	-2	-2	0
TPT1 inh	-4	1	0	-1	-4	-3	1	-8

25. O=C1CC(N(CCc2ccccc2)C(=S)Nc2ccccc2)C(=O)N1c1ccc(Br)cc1 (centres undefined)
26. CC(C(=O)NCc1ccccn1)N1C(=O)c2ccccc2C1=O (centres undefined)
27. CCC1Oc2ccc(C)cc2N(CC(=O)NCCN2C(C)CCCC2C)C1=O (centres undefined)
28. CC1CCc2nn(CC(=O)NCc3ccc4c(c3)OCO4)cc2C1 (centres undefined)
29. CN1C=CC=C/C1=C1\SC(=S)N(N)C1=O
30. CN(C)c1ccc(C=NC(CO)C(O)c2ccc([N+](=O)[O-])cc2)cc1 (centres undefined)
31. COc1ccc(Cc2nnc(NCCO)[nH]c2=O)cc1
32. CC(C)(C)N=C1NN=C(c2ccc(Cl)cc2)CS1
entry no.	25	26	27	28	29	30	31	32
core dimer inh	6	-3	-12	-4	1	0	2	-1
Yeast superoxide	100	107	104	82	99	93	107	123
EBNA-1 inhibitor	-13	2	-7	9	-9	-1	-7	-6
GASC-1 inh	9	-11	-23	-13	-11	4	7	-22
PP1 inh	5	-3	-2	-5	1	-5	-1	-1
ZTA DNA inh	-4	11	-13	-9	11	-15	3	-2
PP5 inh	2.6	-2.1	1.0	-2.3	-1.2	-1.6	1.7	2.2
Fh CTSL1 inh	-1	2	-3	-1	-7	1	-4	21*
TPT1 inh	0	0	-5	0	6	0	1	3

5 structures out of the list, arranged by SMILES length, falling.
27. CCC1Oc2ccc(C)cc2N(CC(=O)NCCN2C(C)CCCC2C)C1=O (centres undefined)
28. CC1CCc2nn(CC(=O)NCc3ccc4c(c3)OCO4)cc2C1 (centres undefined)
26. CC(C(=O)NCc1ccccn1)N1C(=O)c2ccccc2C1=O (centres undefined)
31. COc1ccc(Cc2nnc(NCCO)[nH]c2=O)cc1
29. CN1C=CC=C/C1=C1\SC(=S)N(N)C1=O
entry no.	27	28	26	31	29
core dimer inh	-12	-4	-3	2	1
Yeast superoxide	104	82	107	107	99
EBNA-1 inhibitor	-7	9	2	-7	-9
GASC-1 inh	-23	-13	-11	7	-11
PP1 inh	-2	-5	-3	-1	1
ZTA DNA inh	-13	-9	11	3	11
PP5 inh	1.0	-2.3	-2.1	1.7	-1.2
Fh CTSL1 inh	-3	-1	2	-4	-7
TPT1 inh	-5	0	0	1	6

Remaining list, next part:
33. N#Cc1ccc(OCC(=O)Nc2ccc(N3CCCC3)cc2)cc1
34. CCC(C)NC(=O)CSc1n[nH]c(=O)n1CCc1ccccc1 (centres undefined)
35. COc1ccc(C(=O)Nc2cccnc2)cc1OC
36. COc1ccccc1C(=O)N/C(=C\c1ccc2c(c1)OCO2)C(=O)NCCc1nc2ccccc2[nH]1
37. Cc1ccc(CNC(=O)CN2CCN(c3ccc(F)cc3)CC2)cc1
38. COc1cc(C(=O)OCC(=O)N2CC(C)OC(C)C2)cc(OC)c1OC (centres undefined)
39. O=C(Nc1nnc(Cc2ccccc2)s1)c1cccnc1
40. CC(=O)OC(C)C(=O)NS(=O)(=O)c1ccc(C)cc1 (centres undefined)
entry no.	33	34	35	36	37	38	39	40
core dimer inh	·	5	-7	-4	0	-1	-6	-3
Yeast superoxide	72	97	104	101	121	114	110	106
EBNA-1 inhibitor	·	-5	9	-9	-9	-19	9	5
GASC-1 inh	4	0	3	19	1	5	7	-2
PP1 inh	4	1	-1	1	-4	-2	-4	-3
ZTA DNA inh	-13	-2	10	-4	-3	1	-11	2
PP5 inh	-0.7	0.5	-0.9	-0.4	1.3	0.1	-2.6	1.6
Fh CTSL1 inh	·	-4	-3	1	-2	6	8	1
TPT1 inh	·	-2	-4	-5	-1	-2	1	0

41. COC(=O)c1ccc(SCC(=O)NCc2ccccc2)c([N+](=O)[O-])c1
42. CCc1nonc1NC(=O)c1oc2ccccc2c1C
43. O=C(NC1CCCCC1)C(c1ccccn1)N(C(=O)c1csnn1)C1CC1 (centres undefined)
44. Cc1nc2ccc(NC(=O)c3ccco3)cc2s1
45. COc1ccc2c(c1)CCC1C2=NN(/C(C)=C/C(C)=O)C1c1cccc(F)c1 (centres undefined)
46. CN(Cc1ccccc1)c1nnc(N)s1
47. COc1ccc(CCN2CN(S(=O)(=O)c3ccc(C)cc3)c3nc4ccccc4nc32)cc1OC
48. CN(C)/N=C/C=C1\CC/C(=C\c2ccc(Br)cc2)C1=O
49. Cc1ccccc1OCC(=O)N/N=C/c1cccc2cccnc12
50. Cc1ccc(C)c(NC(=O)C2CC(=O)N(C3CCCCC3)C2)c1 (centres undefined)
51. O=S(=O)(c1ccc(Cl)s1)N1CCCCC1
entry no.	41	42	43	44	45	46	47	48	49	50	51
core dimer inh	-5	-59	-4	-13	7	-4	2	11	2	-7	0
Yeast superoxide	104	86	92	104	95	96	99	94	105	119	99
EBNA-1 inhibitor	-3	5	-1	-1	-3	-7	-3	-17	-1	-3	-17
GASC-1 inh	5	4	2	-6	-6	-5	-25	-17	-14	0	34
PP1 inh	-2	0	-4	-2	1	-1	2	1	-6	0	-3
ZTA DNA inh	-3	-12	10	3	-9	-12	-17	-12	4	-12	-16
PP5 inh	-0.3	1.3	0.3	1.0	1.1	-1.2	2.6	4.1	2.8	0.7	5.2
Fh CTSL1 inh	-1	3	-4	1	-3	2	1	0	2	-2	-2
TPT1 inh	-5	-5	-5	0	14	-3	-1	77*	3	-2	1
